Bioassay records: PubChem BioAssay, several laboratories
PKA-R2B act = activators of PKA-R2B holoenzyme, primary screen, biochemical, fluorescence polarization, Cy5-IP20, human; cAMP-dependent protein kinase catalytic subunit beta (Homo sapiens) + cAMP-dependent …; PKA-R2B holoenzyme dissociation; R2B truncated from residue 108, S112A mutant; 0% DMSO only, 100% 113 µM cGMP; activation, % at 11.4 µM; 340,000 compounds, 0.079% hits; AID 504700, 2011;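 active = activation above a cutoff set at the mean over all compounds plus 3 SD, cut at about 18% in these data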;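 also: higher means more holoenzyme dissociation and a rise in polarization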
Target sequence (P31323 whole entry, looked up, other chains not shown, the tested form may be a part): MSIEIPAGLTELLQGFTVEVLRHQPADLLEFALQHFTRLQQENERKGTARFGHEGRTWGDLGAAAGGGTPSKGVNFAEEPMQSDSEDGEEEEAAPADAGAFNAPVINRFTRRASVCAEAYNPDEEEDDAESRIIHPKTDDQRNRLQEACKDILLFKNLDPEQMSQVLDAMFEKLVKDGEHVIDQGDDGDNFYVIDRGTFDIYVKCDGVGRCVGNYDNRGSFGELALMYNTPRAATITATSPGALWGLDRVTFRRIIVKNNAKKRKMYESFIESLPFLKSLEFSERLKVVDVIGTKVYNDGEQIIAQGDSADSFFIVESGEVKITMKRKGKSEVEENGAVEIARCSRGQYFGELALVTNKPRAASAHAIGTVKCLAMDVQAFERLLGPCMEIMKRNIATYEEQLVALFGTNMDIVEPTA
Pemphigus Ab inh = inhibitors of pemphigus antibody binding to DSG3, primary screen, biochemical, bead-based, flow cytometry, scFv-GFP | AID 588358, 2011 | Desmoglein-3 (Homo sapiens), P32926 | binding (percent of control), % at 10 µM | DSG3-coupled beads, scFv-anti-DSG3-GFP binding; active compounds read low | 310,000 compounds, 0.48% hits;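 active = binding more than 3 SD below its plate's average and above zero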;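 also: hits lower antibody fragment binding to DSG3; some compounds called inactive have numbers as strong as hits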
OPRM1-OPRD1 inv = inverse agonists of MOR-DOR heterodimerization, primary screen, cell-based, luminescence | Mu-type opioid receptor (Homo sapiens) + Delta-type opioid receptor (Homo sapiens), … | cell-based MOR-DOR heterodimer luminescence, inverse agonism | inhibition, % at 9.3 µM | 340,000 compounds, 0.21% hits | AID 504357, 2011; in the data active = inhibition above about 22%, passing the limit was not always enough;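 also: 0% = cells with DMSO and 100% = wells without cells with DMSO; values of inactives mirror those of a sister screen read the other way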
OPRM1-OPRD1 ag = agonists of OPRM1-OPRD1 heterodimerization, primary screen, cell-based, luminescence | 340,000 compounds, 0.3% hits | cells | activation, % at 9.3 µM | Mu-type opioid receptor (Homo sapiens) + Delta-type opioid receptor (Homo sapiens), … | AID 504326, 2011; in the data active = activation above about 18%;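 also: 0% = vehicle-treated cells and 100% = reference agonist; values of inactives mirror those of a sister screen read the other way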
HTR5A ag = HTR5A agonists in luminescence cell assay, primary screen, counter-screen for OPRM1-OPRD1 heterodimer agonist project, full-deck HTS; 5-hydroxytryptamine receptor 5A (Homo sapiens), P47898; cell-based; activation, % at 9.3 µM; 340,000 compounds, 0.61% hits; in the data active = activation mostly above about 9.5%, no sharp cut-off; inactive = mostly below about 7.6%;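 also: 0% = cells with vehicle only and 100% = reference agonist; strong numbers were not always called active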
Target sequence (P47898 whole entry, looked up): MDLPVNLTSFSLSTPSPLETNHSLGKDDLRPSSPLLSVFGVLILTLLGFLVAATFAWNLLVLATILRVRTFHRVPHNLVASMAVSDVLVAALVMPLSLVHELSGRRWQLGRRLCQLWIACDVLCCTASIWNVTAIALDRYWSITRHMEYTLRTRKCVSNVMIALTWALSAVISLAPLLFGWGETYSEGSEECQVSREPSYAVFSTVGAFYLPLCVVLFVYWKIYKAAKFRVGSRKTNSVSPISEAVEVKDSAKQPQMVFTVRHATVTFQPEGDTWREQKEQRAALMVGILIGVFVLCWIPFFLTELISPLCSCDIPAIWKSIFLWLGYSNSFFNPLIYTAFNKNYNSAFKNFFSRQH
PKA-R1A activ = activators of PKA-R1A holoenzyme, primary screen, biochemical, fluorescence polarization, Cy5-IP20, bovine R1A, mouse PKAc. cAMP-dependent protein kinase type I-alpha regulatory subunit (Bos taurus) + …. PKA-R1A dissociation; scaled: DMSO 0%, 113 µM cGMP 100%. activation, % at 11.4 µM. 340,000 compounds, 0.083% hits;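 active = percent activation above the mean of all tested compounds plus 3 SD, cut at about 19% in these data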;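 also: higher means more PKAc released from R1A so a rise in polarization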
Arrestin-AP2 inh = inhibitors of beta-arrestin/AP2 binding, primary screen, biochemical, GPCR trafficking, flow cytometry | 340,000 compounds, 0.31% hits | FITC-arrestin peptide / GST-AP2 beads; AP2 beta2 appendage carries R879A mutation | inhibition, % at 10 µM | AID 504490, 2011 | beta-arrestin 1 C-terminal peptide binding to AP2 beta2-adaptin appendage (human);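 active = inhibition above a set limit, near 3 SD of compounds lacking own fluorescence, cut at about 54% in these data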;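 also: plate controls were DMSO wells for no effect and 5 µM unlabelled arrestin peptide for full effect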
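system = GST-tagged AP2 beta2-adaptin appendage (R879A) on 4 µm glutathione beads | reagent = FITC-labelled arrestin peptide probe, 50 nM final | schedule = compound with beads 12 min RT, then probe 1 h RT | signal = HyperCyt-sampled flow cytometry, FL1 channel, ex 488/em 535 nm | read-out = percent response from loss of bead-bound FITC fluorescence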
DAGLB inhibitor = DAGLB lipase inhibitors, primary screen, biochemical, fluorescence, HTS; 340,000 compounds, 0.059% hits; HEK293T DAGLB membrane lysate, EnzChek fluorogenic substrate; inhibition, % at 5.17 µM; Diacylglycerol lipase-beta (Homo sapiens), Q8NCG7; AID 504411, 2011; in the data active = inhibition above about 34%;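 also: 0% = enzyme with vehicle and 100% = wells lacking enzyme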
V-ATPase pHluor = regulators of yeast V-ATPase proton pumping, primary screen, pHLuorin cytosolic pH fluorescence. 350,000 compounds, 0.37% hits. S. cerevisiae. AID 504577, 2011. response, % at 10 µM; in the data active = response mostly above about 7.3%, no sharp cut-off; inactive = mostly below about 5.4%; also: actives read high; inactives centre near 0; some compounds called inactive have numbers as strong as hits; reference of the scale not given here
HTR5A inv ctr = HTR5A inverse agonists in luminescence cell assay, primary screen, counter-screen for OPRM1-OPRD1 heterodimer inverse agonist project, full-deck HTS | AID 504634, 2011 | 5-hydroxytryptamine receptor 5A (Homo sapiens), P47898 | 340,000 compounds, 0.083% hits | HTR5A cell line, inverse agonism | inhibition, % at 9.3 µM; in the data active = inhibition mostly above about 23%, no sharp cut-off; inactive = mostly below about 18%;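 also: 0% = cells with DMSO and 100% = no-cell wells with DMSO; some compounds called inactive have numbers as strong as hits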
Active calls of the source: *; / = no result given.

SMILES	PKA-R2B act	Pemphigus Ab inh	OPRM1-OPRD1 inv	OPRM1-OPRD1 ag	HTR5A ag	PKA-R1A activ	Arrestin-AP2 inh	DAGLB inhibitor	V-ATPase pHluor	HTR5A inv ctr
N#CC1=C(N)OC2=C(C(=O)CCC2)C1C1C=CCCC1 (configuration not stated)	8	105	2	-0.4	-1	6	18	-2	-3	4
O=C(O)Cc1sc(NC2CCCCC2)nc1-c1ccc(Cl)cc1	-3	98	-12	2.1	3	-11	-8	2	-3	-7
CC(/C=C/c1ccccc1F)=N\NC(=O)c1ccc(Cl)cc1	0	95	6	-1.1	0	-9	7	-3	-1	-1
CCOC(=O)[C@@H]1[C@H]2COc3ccccc3[C@@H]2N2C(=O)N(c3ccccc3)C(=O)[C@@]12C	-15	96	11	-1.9	1	-2	31	-3	5	16
CCC(C)[C@H](NC(=O)[C@@H]1Cc2ccccc2CN1)C(=O)NCc1ccc(C)cc1 (some centres not stated)	7	108	/	/	/	7	/	-5	1	/
CCCC(=O)Nc1nnc(S(=O)(=O)N(CC)c2ccc(OC)cc2)s1	-1	100	8	-1.8	0	-6	10	1	4	2
CC#CCN1c2ccccc2[C@]23C[C@@H](C(=O)OC)N(C(=O)c4ccco4)C2=NC(C(=O)OC)=C(C(=O)OC)[C@H]13	5	104	3	-0.5	3	-7	2	1	1	-6
CCCOc1ccc(CCN2CCC(=O)NC2=O)cc1C	-2	116	-8	1.8	8	-15	-6	0	1	12
C[C@H](CO)N1C[C@H](C)[C@@H](CN(C)C(=O)NC2CCCCC2)Oc2ccc(NC(=O)Cc3ccccc3)cc2C1=O	12	100	17	-3.6	0	-3	2	-3	0	1
CCCOc1nc(C)cc(COC)c1C(N)=O	-11	97	6	-1.2	3	-3	3	-1	-1	-8
COc1ccc(COC(=O)C2CC(=O)N(Cc3ccc(C)cc3)C2)cc1 (configuration not stated)	-8	29	3	-0.5	4	-8	1	-2	-5	10
COc1ccc(C)cc1S(=O)(=O)N1CCN(C(=O)c2ncoc2-c2cccc(F)c2)CC1	-10	123	-18	2.2	2	-6	-1	-1	1	-7
CC(C)NC(=S)NNC(=O)C12CC3CC(CC(C3)C1)C2	-8	98	6	-1.1	1	-8	-10	1	-1	-1
COc1ccc(NC(=O)Nc2ccc3c(c2)CCC3)c(OC)c1	17	133	-16	3.2	-3	1	2	1	-1	7
S=c1nc(-c2ccccc2)[nH]n1-c1ccccc1	1	/	7	-1.3	1	0	8	2	0	-8
CC1(C(=O)O)CCC(C(=O)Nc2ccccc2O)C1(C)C (configuration not stated)	-1	83	8	-1.6	1	-1	-4	2	0	2
CCOC(=O)c1ccc(NCn2c(=O)oc3ccccc32)cc1	0	131	12	-2.4	3	3	22	-2	-3	0
CN(Cc1ccccc1)C(=O)c1ccccc1NC(=O)c1ccco1	10	102	8	-1.6	0	-3	49	3	-3	0
N#CC1(Nc2ccc(Br)cc2)CCCC1	5	116	11	-2.0	-1	-7	-5	-1	2	4
Cc1ccc(C)c(C(=O)CC2(O)C(=O)N(C)c3ccccc32)c1 (configuration not stated)	-9	100	-5	0.8	-1	-14	-4	-1	-2	1
COc1ccc(NC(=S)NCC2CCN(c3ccc(OC)cc3)C2)cc1 (configuration not stated)	-6	86	-4	0.8	1	-2	29	1	-7	10
COc1cccc(N2CCN(C(=O)C3CCN(S(=O)(=O)c4cccs4)CC3)CC2)c1	-3	109	15	-3.0	-1	5	34	2	1	3
CCN(CC(=O)N1CCCC1)S(=O)(=O)c1ccc(F)cc1	0	101	13	-2.8	2	1	26	-2	-2	-7
CC(C)(C)NC(=O)C(c1cccnc1)N(C(=O)c1csnn1)c1ccccc1 (configuration not stated)	2	103	4	-0.9	5	-14	0	0	0	4
Cc1ccc(C(=O)N/N=C(\CC(C)C)c2ccccc2)cc1	9	99	11	-2.1	6	1	2	-2	-2	1

Some of the entries so far, with values under each structure.
Screens in order – PKA-R2B act | Pemphigus Ab inh | OPRM1-OPRD1 inv | OPRM1-OPRD1 ag | HTR5A ag | PKA-R1A activ | Arrestin-AP2 inh | DAGLB inhibitor | V-ATPase pHluor | HTR5A inv ctr
CCC(C)[C@H](NC(=O)[C@@H]1Cc2ccccc2CN1)C(=O)NCc1ccc(C)cc1 (some centres not stated)
→ 7 | 108 | / | / | / | 7 | / | -5 | 1 | /
CCCC(=O)Nc1nnc(S(=O)(=O)N(CC)c2ccc(OC)cc2)s1
→ -1 | 100 | 8 | -1.8 | 0 | -6 | 10 | 1 | 4 | 2

(further entries)
SMILES	PKA-R2B act	Pemphigus Ab inh	OPRM1-OPRD1 inv	OPRM1-OPRD1 ag	HTR5A ag	PKA-R1A activ	Arrestin-AP2 inh	DAGLB inhibitor	V-ATPase pHluor	HTR5A inv ctr
COc1ccc(C)cc1-n1nnnc1SCc1nc2ccccc2c(=O)[nH]1	-1	109	14	-2.6	8	10	34	-1	-1	-21
Cc1ccc2c(c1C)NC(=O)C21N2CCCC2C(C(=O)c2ccc3ccccc3c2)C12C(=O)Nc1ccccc12 (configuration not stated)	-11	96	4	-0.9	-1	-4	4	3	0	4
CCOc1ccc(N2CC(C(=O)OCC(=O)NCc3ccccc3)CC2=O)cc1 (configuration not stated)	10	82	-12	1.9	4	-1	5	-2	10	-10
CCOc1ccc(/C=C2\SC(=S)NC2=O)cc1OC	-5	103	23	-4.0	1	-12	-4	8	-2	-2
Cc1ccc(CCN2CC(C(=O)NC(C)C)CC2=O)cc1 (configuration not stated)	11	110	9	-1.9	1	10	10	2	1	-5
Cc1cc(S(=O)(=O)ON2C(=O)c3ccccc3C2=O)ccc1F	-10	99	16	-3.1	2	-3	4	-1	11*	-17
COc1ccc(CN2CCN(C(=O)CC(C)C)CC2)cc1	6	94	5	-1.1	0	1	-6	-2	1	0
CCOC(=O)c1ccc(NC(=S)N2CCN(c3ccc(N4CCOCC4)nn3)CC2)cc1	2	104	6	-1.2	-1	6	6	0	-2	3
Cn1nnnc1SCCNCc1cc(Cl)ccc1OCc1ccccc1	-3	99	-4	0.7	2	2	2	-1	-2	-6
O=C(N/N=C/c1cc2c(cc1Br)OCO2)c1cc2ccccc2o1	-9	98	-32	6.0	4	-7	-8	-4	2	-18
CN(CC(=O)Nc1cccc(F)c1)C(=O)c1cccc(S(=O)(=O)N2CCN(c3ccccc3)CC2)c1	-7	/	13	-2.4	0	-3	16	-3	-1	-15
CCN(CC)S(=O)(=O)c1cccc(C(=O)Oc2cccc(NC(=O)c3cccs3)c2)c1	2	130	-14	2.7	7	6	-3	-1	-3	-15
CCOc1ccc(CCNC(=O)COC(=O)c2cc(S(=O)(=O)N3CCOCC3)ccc2F)cc1OCC	1	109	16	-2.8	3	-2	14	-5	0	-9
Cc1ccc(S(=O)(=O)N2CCCCC2)cc1NC(=O)c1cncc(Br)c1	-6	91	-9	1.7	1	-6	-5	0	-2	2
CCOC(=O)C1=NN(c2ccc([N+](=O)[O-])cc2)CC1C(=O)OC (configuration not stated)	12	97	10	-1.6	3	0	11	1	1	-16
Cc1ccc(S(=O)(=O)N2CCCCC2)cc1C(=O)OCC(=O)N1c2ccccc2NC(=O)C1(C)C	-1	114	17	-3.5	0	-4	9	1	3	0
CCCCC(=O)Nc1cc([N+](=O)[O-])ccc1F	-8	97	14	-2.9	4	8	35	-1	1	-14
CCC(C(=O)OC)n1cnc2c(nnn2-c2cccc(Cl)c2)c1=O (configuration not stated)	-1	104	11	-2.1	0	-1	-6	0	-1	-12
COc1ccc(OCc2ccc(C(=O)O)cc2)cc1	1	/	12	-1.8	-4	8	1	-1	-1	2
O=C(Nc1ccc2c(c1)OCO2)c1ccc(N2C(=O)c3ccccc3C2=O)cc1	-3	101	7	-1.0	-1	-2	8	2	-3	6

11 entries already listed, arranged by SMILES length, low to high.
SMILES	PKA-R2B act	Pemphigus Ab inh	OPRM1-OPRD1 inv	OPRM1-OPRD1 ag	HTR5A ag	PKA-R1A activ	Arrestin-AP2 inh	DAGLB inhibitor	V-ATPase pHluor	HTR5A inv ctr
CCCCC(=O)Nc1cc([N+](=O)[O-])ccc1F	-8	97	14	-2.9	4	8	35	-1	1	-14
COc1ccc(NC(=O)Nc2ccc3c(c2)CCC3)c(OC)c1	17	133	-16	3.2	-3	1	2	1	-1	7
O=C(N/N=C/c1cc2c(cc1Br)OCO2)c1cc2ccccc2o1	-9	98	-32	6.0	4	-7	-8	-4	2	-18
CCC(C(=O)OC)n1cnc2c(nnn2-c2cccc(Cl)c2)c1=O (configuration not stated)	-1	104	11	-2.1	0	-1	-6	0	-1	-12
Cc1ccc(S(=O)(=O)N2CCCCC2)cc1NC(=O)c1cncc(Br)c1	-6	91	-9	1.7	1	-6	-5	0	-2	2
O=C(Nc1ccc2c(c1)OCO2)c1ccc(N2C(=O)c3ccccc3C2=O)cc1	-3	101	7	-1.0	-1	-2	8	2	-3	6
COc1cccc(N2CCN(C(=O)C3CCN(S(=O)(=O)c4cccs4)CC3)CC2)c1	-3	109	15	-3.0	-1	5	34	2	1	3
COc1ccc(C)cc1S(=O)(=O)N1CCN(C(=O)c2ncoc2-c2cccc(F)c2)CC1	-10	123	-18	2.2	2	-6	-1	-1	1	-7
Cc1ccc(S(=O)(=O)N2CCCCC2)cc1C(=O)OCC(=O)N1c2ccccc2NC(=O)C1(C)C	-1	114	17	-3.5	0	-4	9	1	3	0
CN(CC(=O)Nc1cccc(F)c1)C(=O)c1cccc(S(=O)(=O)N2CCN(c3ccccc3)CC2)c1	-7	/	13	-2.4	0	-3	16	-3	-1	-15
CCOC(=O)[C@@H]1[C@H]2COc3ccccc3[C@@H]2N2C(=O)N(c3ccccc3)C(=O)[C@@]12C	-15	96	11	-1.9	1	-2	31	-3	5	16
